Compound activity deposited in PubChem by The Scripps Research Institute Molecular Screening Center.
DAX1 inh: inhibits human nuclear receptor DAX1; P51843; HEK293 Gal4-DAX1 luciferase reporter, luminescence; inhibition, % at 6.75 µM; hit rate 0.99% among 340,000; AID 504766;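 active = inhibition above the mean over all tested compounds plus 3 SD, cut at about 4.2% in these data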;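 also: 0% = DAX1-transfected cells with DMSO and 100% = empty-vector control cells with DMSO; inhibition shows as a rise in luminescence from relieved DAX1 repression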
Target sequence (P51843 207-470 limits assumed): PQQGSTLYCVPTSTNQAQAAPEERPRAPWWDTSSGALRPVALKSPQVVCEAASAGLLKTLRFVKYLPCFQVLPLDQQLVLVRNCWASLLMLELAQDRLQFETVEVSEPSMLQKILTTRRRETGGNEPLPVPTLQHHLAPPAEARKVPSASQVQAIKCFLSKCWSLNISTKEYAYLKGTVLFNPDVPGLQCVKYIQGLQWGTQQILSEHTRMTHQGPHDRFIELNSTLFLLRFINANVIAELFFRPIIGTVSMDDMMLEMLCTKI
FXN GAA850 act: activators of GAA850 frataxin (FXN) promoter; activation, % at 6 µM; HEK293 lucGAA850 FXN promoter luciferase reporter, 24 h; percent of 10 µM SAHA response; AID 540364; hit rate 0.56% among 360,000;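 active = activation above the average of all compounds screened plus 3 SD, cutoff fixed separately per campaign, cut at about 7.5% in these data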;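 also: 0% = DMSO wells and 100% = 10 µM SAHA wells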
* hit, by the source's call; . = not tested or not shown. Some of the compounds tested; rates above refer to the full screens.

SMILES	DAX1 inh	FXN GAA850 act
NC(N)=O	.	0.4
COc1ccc(C[C@H]2COC(=O)[C@@H]2Cc2ccc(OC3OC(CO)C(O)C(O)C3O)c(OC)c2)cc1OC (stereo partly drawn)	-3.4	0.8
O=c1oc2c(O)c(O)cc3c(=O)oc4c(O)c(O)cc1c4c23	-0.6	0.8
COc1cc([C@@H]2Oc3cc(C4Oc5cc(O)cc(O)c5C(=O)[C@H]4O)ccc3O[C@H]2CO)ccc1O (stereo partly drawn)	0.4	-0.8
C=CC[n+]1ccc(/C=C2\C=Cc3cc(C)ccc3N2CC)c2ccccc21	-4.1	-8.4
CCC(NC(C)C)C(O)c1ccc(O)c2[nH]c(=O)ccc12 (stereo not drawn)	0.4	3.3

An excerpt from further up, as a working copy:
SMILES	DAX1 inh	FXN GAA850 act
NC(N)=O	.	0.4
COc1ccc(C[C@H]2COC(=O)[C@@H]2Cc2ccc(OC3OC(CO)C(O)C(O)C3O)c(OC)c2)cc1OC (stereo partly drawn)	-3.4	0.8

3 compounds already listed, sorted by the value under DAX1 inh, highest first:
Molecule | DAX1 inh
O=c1oc2c(O)c(O)cc3c(=O)oc4c(O)c(O)cc1c4c23 | -0.6
COc1ccc(C[C@H]2COC(=O)[C@@H]2Cc2ccc(OC3OC(CO)C(O)C(O)C3O)c(OC)c2)cc1OC (stereo partly drawn) | -3.4
C=CC[n+]1ccc(/C=C2\C=Cc3cc(C)ccc3N2CC)c2ccccc21 | -4.1
